Source: PubChem BioAssay (National Center for Advancing Translational Sciences (NCATS))
Pf Dd2 inh = Plasmodium falciparum Dd2 growth inhibition | P. falciparum Dd2 growth, SYBR Green, 72 h | Potency, µM (highest dose often 28.9 µM), without a hit: at the highest dose activity, negative = inhibition, actives largely listed as inhibitors | 120,000 tested, 4.3% active; active means well fitted inhibition curve with a large enough effect; inconclusive means small, poorly fitted or top-dose-only effect; inactive means no such curve, though single readings can be large or run the other way;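 further: plate controls were DMSO vehicle for no effect and reference drug for full effect; nearly all actives have a fitted effect of over 65% in size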
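Infected erythrocytes (Dd2, 0.3% parasitemia, 2.5% hematocrit final) are added to compound in RPMI-1640/Albumax II medium, grown 72 h at 37C in low oxygen, then lysed with saponin/Triton-X containing SYBR Green and read by fluorescence.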
Starred values were filed as active, the others as inactive; i = inactive; ? = inconclusive; & = joins results of further samples; [ ] = another dose, or the depositor's remark. Potency means the concentration at half of the fitted maximal effect. The list is partial. The share of hits here may be higher or lower than overall.

SMILES	Pf Dd2 inh
CCc1nn(C(CC)C(=O)NCc2ccc(F)cc2)c(=O)c2cc3occc3n12 (stereo not given)	17%
O=C(Cc1[nH]nc2ccccc12)N[C@H](c1ccc2c(c1)CCO2)C1CC(O)C1 (stereo not given in full)	-10%
FC1(F)C[C@@H](c2nnc(C3CC3)o2)N(C2CCSCC2)C1	i
Cc1ccc(-c2noc(CNS(=O)(=O)c3ccc(F)cc3)n2)cc1	0%
CC(C)c1ccc(Nc2n[nH]c(C(O)C3CC3)n2)cc1 (stereo not given)	-8%[44.1 µM]
O=C(CN1C(=O)C(c2ccccc2)=NC12CCCCCC2)NC1CCCC1	i
COc1ccc(Nc2cc3c(cn2)CN(CCc2ccccc2)CCN3)cc1	?
O=C(COc1ccccc1)N1CCC2(CC1)CC(N1CCN(c3ccccc3)CC1)CCO2 (stereo not given)	i
O=C(c1ccc(CSc2nc3ccncc3n2Cc2ccccc2)cc1)N1CCCCCC1	?
c1cc2c(cc1OC1CNC1)OCO2	-2%[44.1 µM]
COc1cccc([S+](=O)([O-])NC[C@@H]2CC[C@H]3C[C@@H]2C3(C)C)c1	?
COCCCn1c(C)cnc1C1CCN(C(=O)COc2ccccc2)C1 (stereo not given)	-18%
CCc1ccccc1N(CC)C(=O)C(=O)Nc1ccc2nc3n(c(=O)c2c1)CCCCC3	i
CC(=O)NC1CC(=O)N(c2ccc3c(c2)OCCO3)C1 (stereo not given)	19%
Cc1cccc(-c2nnc3n(CCc4ccccc4)c(=O)c4ccccc4n23)c1	28%
Cc1ccc(CNC(=O)c2ccc(N3CCCC3)c(NC(=O)Nc3ccc(F)c(Cl)c3)c2)cc1	-6%
Cc1ncc2c(n1)CCCN(CC(=O)N1CCCC1)C2=O	34%[activator]
O=C(CCC[C@H]1NC[C@@H]2C[C@H]1CN(Cc1ccccc1)C2)N1CCN(Cc2ccccc2F)CC1	?
COc1ccccc1NC(=O)N1C[C@@H]2C[C@H](C1)c1c(-c3ccc(Cl)cc3)ccc(=O)n1C2	-7%
COc1ccc(C(=O)N2CCOCCNC(=O)CC2)c(OC)n1	8%
O=C(Cn1ccc2ccccc2c1=O)NCCC(=O)Nc1ccc(F)cc1F	32%[activator]
COc1cccc(CN2CCC(C(=O)Nc3ccccc3-c3cccc(OC)c3)CC2)c1	?
CCOc1ccc(NC(=O)CCNc2c(C)nc3cnccn23)cc1	-17%
Cc1ccc(-c2cc(CN3CC(=O)N4CCC[C@H]4C3=O)on2)cc1	-29%
Cc1ccc(CN2CCCC(COc3ccccc3C(=O)N3CCOCC3)C2)cc1C (stereo not given)	i
Cc1ccc(N2CC(c3noc(-c4ccc(F)cc4)n3)CC2=O)cc1 (stereo not given)	16%
CCOc1ccc(-c2nn(CC(=O)NC3CCCC3)c3c2cnc2ccc(F)cc23)cc1	8%
O=C(COc1ccccc1[N+](=O)[O-])N1CCC(c2nc3ccccc3o2)CC1	-1%
Cn1ccnc1CN1C[C@H]2CN(C(=O)NCc3ccccc3)CCN2C1=O	27%[44.1 µM]
CC(=O)Nc1ccc(CN2CCCC3(COc4ccccc4S(=O)(=O)N3)C2)cc1 (stereo not given)	-19%

Part of the list above, bar-delimited:
compound | Pf Dd2 inh
O=C(Cn1ccc2ccccc2c1=O)NCCC(=O)Nc1ccc(F)cc1F | 32%[activator]
COc1cccc(CN2CCC(C(=O)Nc3ccccc3-c3cccc(OC)c3)CC2)c1 | ?
CCOc1ccc(NC(=O)CCNc2c(C)nc3cnccn23)cc1 | -17%
Cc1ccc(-c2cc(CN3CC(=O)N4CCC[C@H]4C3=O)on2)cc1 | -29%
Cc1ccc(CN2CCCC(COc3ccccc3C(=O)N3CCOCC3)C2)cc1C (stereo not given) | i
Cc1ccc(N2CC(c3noc(-c4ccc(F)cc4)n3)CC2=O)cc1 (stereo not given) | 16%

An excerpt of these results, in CSV form.
Molecule,Pf Dd2 inh
CCOc1ccc(-c2nn(CC(=O)NC3CCCC3)c3c2cnc2ccc(F)cc23)cc1,8%
O=C(COc1ccccc1[N+](=O)[O-])N1CCC(c2nc3ccccc3o2)CC1,-1%

Following part.
SMILES	Pf Dd2 inh
Cc1ccccc1NS(=O)(=O)c1ccc2[nH]cc(C(=O)NCCc3ccccc3)c(=O)c2c1	11µM*
NC(=O)c1ccc(C(F)(F)F)nc1N1CCC(N2CCCC(O)C2)CC1 (stereo not given)	-4%
O=C(c1ccc2c(c1)OCO2)N1CCC2(CC1)NC(=O)N(c1ccccc1)N2	-13%
COc1ccc(NC(=O)c2cnc(SCC(=O)Nc3nc4ccc(C)cc4s3)n(C)c2=O)cc1	i
Cc1ccc(C)c2sc(NC(=O)c3ccc(S(=O)(=O)N4CCCC4)cc3)nc12	-27%
CCc1ccccc1NC(=O)c1cc2nc(-c3ccc(OC)c(OC)c3)cc(C(F)(F)F)n2n1	13%
COc1ncccc1-c1nccc2c(=O)cc(N(C)C)oc12	-7%[44.1 µM]
Cc1ccc(Cl)cc1NC(=O)Cn1c(=O)n(CCC(=O)NCc2ccc3c(c2)OCO3)c(=O)c2sccc21	4%
CCCCNC(=O)c1cccc2c1CCN2S(=O)(=O)c1ccccc1	?
COc1ccccc1CNC(=O)c1ccc2c(c1)CCN2S(=O)(=O)c1ccc(Cl)cc1	i
Cc1cc(C)cc(NC(=O)C(=O)NCC(c2cccnc2)N2CCN(c3ccccc3)CC2)c1 (stereo not given)	?
CC(=O)Nc1ccc(CN2CCC(c3nc4ccc(F)cc4c(=O)[nH]3)CC2)cc1	-23%&-12%
COc1cc(C)c(Cl)cc1S(=O)(=O)NCCc1c(C)[nH]c2ccccc12	-20%
CC1=C(C(=O)N2CCCCC2)C(c2cccc(Cl)c2)n2c(nc3ccccc32)N1 (stereo not given)	?
OCC1CN(c2ncccn2)CC12CCN(Cc1ccsc1)CC2 (stereo not given)	3%
O=C(Cn1c(=O)oc2ccccc21)N1C[C@@H](CO)[C@H](c2ccccn2)C1	-2%
Cc1ccc(N(CC(=O)N2CCN(c3ccc(Cl)cc3)CC2)S(=O)(=O)c2c(C)noc2C)cc1	?
COc1cccc(Cc2nc3ccccc3nc2SCC(=O)N2CCc3ccccc32)c1	15%
COCCNC(=O)Cn1nc2c(cc1=O)CCCCC2	-8%
CCC(=O)Nc1nnc(S(=O)(=O)N2CCCCCC2)s1	0%
CCOc1ccc2c(n1)CCN(C(=O)Nc1ccc(OC)cc1C)C2	-3%
Cc1ccc(Nc2c(C(C)C)c(C)c(C#N)c3nc4ccccc4n23)cc1	72%[activator]
CC1(CNCc2ccccc2)COc2ccc(C(=O)NCc3cccs3)cc2N1 (stereo not given)	?
COCc1ncc(C)n1C1CCCNC1 (stereo not given)	-10%
CCc1cccc(NC(=O)N2CCC(n3cnnc3C3CC3)C2)c1 (stereo not given)	25%
COc1ccc(NC(=O)Cn2c(N3CCCCC3)nc(C)c(C)c2=O)cc1	i
O=C1CCCc2occ(C(=O)N3CC(=O)N(Cc4ccccc4)CC(OCc4ccccn4)C3)c21 (stereo not given)	2%
O=C(NCc1cc(F)cc(F)c1)c1ccc(N2CC3CC(C2)[C@H]2CCCC(=O)N2C3)nc1 (stereo not given in full)	?
O=C(c1ccccc1F)N1CCC2(C1)C(=NC1CCCC1)NC(=O)N2c1cc(F)cc(F)c1 (stereo not given)	?
O=C([C@H]1C[C@H](Oc2ccccc2)CN1C(=O)CCc1ccccc1)N1CCOCC1	-7%

Of the compounds above, these contain two or more sulfur atoms:
SMILES	Pf Dd2 inh
COc1ccc(NC(=O)c2cnc(SCC(=O)Nc3nc4ccc(C)cc4s3)n(C)c2=O)cc1	i
Cc1ccc(C)c2sc(NC(=O)c3ccc(S(=O)(=O)N4CCCC4)cc3)nc12	-27%
CCC(=O)Nc1nnc(S(=O)(=O)N2CCCCCC2)s1	0%

Further results follow:
SMILES	Pf Dd2 inh
COc1cccc(NC(=O)[C@@H]2C[C@H](c3ccc(F)cc3)N(Cc3csc(C)n3)C2)c1	-4%[44.1 µM]
CCOC(=O)C1(Cc2ccccc2F)CCCNC1 (stereo not given)	?
CCn1ccc(C(=O)N2CCC(Cc3nncn3CC3CC3)CC2)n1	i
Cc1ccc(-c2nnc3ccc(NCc4cccc(F)c4)nn23)nc1	?
Cn1ncc(N2CCC(C(=O)N3CCc4ccccc43)C2)cc1=O (stereo not given)	-4%
CCOc1ccc(C(CC(=O)O)NC(=O)c2cnc(N(C)C)nc2C)cc1 (stereo not given)	-12%
Cc1nnc([C@@H]2CC(F)(F)CN2C(=O)c2ccc3c(c2)OCO3)o1	8%
COc1cccc(C(=O)N2[C@@H]3CC[C@H]2CC(NC(=O)c2cnc(C)cn2)C3)c1C (stereo not given in full)	?
CCOC(=O)C1CCCN(C(=O)Cn2nc(CC)n3c(cc4occc43)c2=O)C1 (stereo not given)	5%
COc1cccc(CNC(=O)Cc2ccc(NC(=O)N3CCCCc4ccccc43)cc2)c1OC	30%[activator]
CCOc1ccc(S(=O)(=O)N2CCC(c3ccncc3)CC2)cc1	2%
Cc1cc(=O)n(CC(=O)Nc2ccc(C)c(F)c2)c(N2CCOCC2)n1	-9%
CCN(CC)c1ccc(C(=O)NCc2nnc3cc(-c4nc(C)no4)ccn23)cc1	-4%
Cc1ncoc1C(=O)N1CCCCCCNC(=O)[C@@H]2C[C@@H](c3nc(Cc4ccccc4)no3)C[C@@H]21	?
Cc1nc2c(c(-c3ccc(Cl)cc3)n1)CCN([S+](=O)([O-])c1cccs1)CC2	i
Cn1ccnc1C(=O)NCC1Cn2cccc2C(=O)N1Cc1ccccc1 (stereo not given)	-8%
Cc1nc(N2CCCC3(CN(C)C(=O)O3)C2)cc(-n2cccn2)n1 (stereo not given)	?
COc1ncccc1-c1cc(C(=O)NCCN2CCOCC2)c2c(c1)ncn2C	23%[44.1 µM]
COCc1noc(CC2CCOC3(CCN(C(=O)c4c[nH]c5ccccc45)CC3)C2)n1 (stereo not given)	?
Cc1ccc(-c2nnc(C3CN(C(=O)C4CCOCC4)CC34CCOCC4)o2)cc1 (stereo not given)	-4%
Cc1cnn(Cc2c(C(=O)N3C[C@@H](C(N)=O)[C@H](c4n[nH]c(C)n4)C3)noc2C)c1	-10%
COCCNC(=O)c1ccc(Cn2c(SCC(=O)NC(C)C)nc3ccccc3c2=O)cc1	17%
CN1CC(=O)N(C2CCCNC2)Cc2c(NC3CCCCCC3)ncnc21 (stereo not given)	-15%
CCOc1ccc(NC(=O)c2c(NC(=O)Cc3ccccc3)sc3c2CCCC3)cc1	?
Cc1cccc(N2CCN(C(=O)C3CCN(c4ncnc5c4nc4n5CCCCC4)CC3)CC2)c1C	i
Cc1ccc(-c2c(C(=O)N3CCN(c4ccc(F)cc4)CC3)oc(=O)c3ccccc23)cc1	?
O=C(NC1CCN(c2cc(-c3ccc(Cl)cc3)[nH]n2)CC1)c1ccc(F)cc1F	i
CN(C)CCNC(=O)c1ccc(Cn2c(SCc3ccc(F)cc3)nc3cccnc32)cc1	?
Cc1ccc(-n2c(C3CCN(C(=O)Cc4ccccc4C)CC3)n[nH]c2=O)cc1	i
O=C(NCCc1ccc(Cl)cc1)C1CCc2nnc(C3CCN(C(=O)c4ccc(Cl)cc4Cl)CC3)n21 (stereo not given)	?
O=C(CCN1CCCCO1)N1CCCC(N2CCN(c3ccccc3)CC2)C1 (stereo not given)	-6%
CN(C(=O)Cn1cc(S(=O)(=O)Cc2ccccc2Cl)c2ccccc21)c1ccccc1	?
Cc1ccc(NC(=O)Cn2cc(S(=O)(=O)c3ccc(C)cc3)c(=O)c3cc4c(cc32)OCO4)cc1	?
CCNC(=O)N(C1CC1)C1CCOC2(CCN(C(=O)NCc3ccc(OC)cc3)CC2)C1 (stereo not given)	9%
COc1ccc(-c2nc3ccccc3o2)cc1NC(=O)COc1ccc(C)c(C)c1	9%
Fc1ccc(C2Cn3nnc(-c4nc(-c5cccnc5)no4)c3CO2)cc1 (stereo not given)	i
CCOc1ccccc1C(=O)Nc1cc2c(cc1C)n(C)c(=O)c(=O)n2C	31%[activator]
CCn1c(C)c(C)c2cc(C(=O)NCc3ccc(OC)cc3OC)ccc21	i
COc1cccc(C(=O)NC2CCN(c3cc(-c4ccc(Cl)cc4)[nH]n3)C2)c1 (stereo not given)	?
O=C(NC1CCCC1)N1CCC(Oc2ccc(-c3noc(C4CC4)n3)cc2)C1 (stereo not given)	6%[5.79 µM]
CC(=O)Nc1ccc(CN2CCN3C(=O)N(c4ccccn4)C[C@H]3C2)cc1	-26%[44.1 µM]
Cn1cccc1C(=O)NCC(=O)N1CCCCCNC(=O)CC1c1ccccc1 (stereo not given)	35%[activator]
CCN(CCCNC(=O)CSc1cc(=O)n(C)c2cc(Cl)ccc12)c1ccccc1	i
CCOc1ccc2nc(N3CCCC(C(=O)Nc4ccc(OC)c(Cl)c4)C3)sc2c1 (stereo not given)	?
CCCCOc1ccc(C(=O)Nc2cc(-c3cn4cccnc4n3)ccc2OC)cc1	8%
O=C(Cc1cccc(F)c1)NC1CCCN(c2cc(-c3ccc(F)cc3)[nH]n2)C1 (stereo not given)	i
COc1cccc(CNC(=O)Cn2ncn3nc(-c4cccs4)cc3c2=O)c1	31%
CCCN(CC1CCOC1)S(=O)(=O)c1cc(OC)ccc1OC (stereo not given)	17%[5.79 µM]
O=C(Cn1ncc2c([nH]c3ccccc32)c1=O)NCc1cccc(Cl)c1	29%
Cc1nonc1OCCn1cc(C2CCCNC2)nn1 (stereo not given)	-6%
